Compound activity from PubChem.
TDP1 inh: inhibitors of human tyrosyl-DNA phosphodiesterase TDP1; AID 485290; Q9NUW8; recombinant TDP1, AlphaScreen DNA substrate cleavage; hit rate 0.28% among 350,000; Potency, µM (highest dose often 130 µM), for inactives: at the highest dose activity change, negative = inhibition, actives largely listed as inhibitors; note: nearly all actives have a fitted effect of over 40% in size
Target sequence (Q9NUW8 whole entry, looked up): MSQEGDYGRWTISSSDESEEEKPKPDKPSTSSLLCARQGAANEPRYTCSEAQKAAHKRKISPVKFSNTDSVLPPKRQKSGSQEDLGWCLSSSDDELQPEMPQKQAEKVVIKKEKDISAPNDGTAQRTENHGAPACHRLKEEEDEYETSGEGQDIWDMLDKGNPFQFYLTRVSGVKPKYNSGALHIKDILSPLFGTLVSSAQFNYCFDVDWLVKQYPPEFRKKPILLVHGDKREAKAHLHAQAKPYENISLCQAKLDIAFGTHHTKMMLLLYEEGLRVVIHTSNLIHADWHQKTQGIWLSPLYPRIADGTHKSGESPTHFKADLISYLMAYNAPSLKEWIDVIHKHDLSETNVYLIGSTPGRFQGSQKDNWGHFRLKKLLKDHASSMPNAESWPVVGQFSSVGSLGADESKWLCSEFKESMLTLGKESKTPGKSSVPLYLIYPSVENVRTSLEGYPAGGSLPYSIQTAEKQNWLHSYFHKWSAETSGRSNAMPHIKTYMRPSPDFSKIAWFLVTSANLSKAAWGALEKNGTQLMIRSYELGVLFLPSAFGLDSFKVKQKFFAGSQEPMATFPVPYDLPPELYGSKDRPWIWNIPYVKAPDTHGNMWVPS
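AlphaScreen read-out: signal falls as enzyme removes the 3' tyrosine-FITC from a 5'-biotinylated DNA oligo (15 nM, 5 min, RT). Enzyme was E. coli-made recombinant Tdp1 at 1 nM, exposed to compound for 15 min beforehand; beads 10 ug/ml, 10 min.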
TDP1 cell noCPT: qHTS for Inhibitors of human tyrosyl-DNA phosphodiesterase 1 (TDP1): qHTS in cells in absence of CPT. DT40 Tdp1-/- hTDP1 cells, no CPT, ATP luminescence, 48 h. Potency, µM (top dose mostly 46.2 µM), without a hit: at the highest dose activity change, negative = growth inhibition, most hits filed as inhibitors. hit rate 15% among 420,000; note: nearly all actives have a fitted effect of over 55% in size
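Camptothecin absent (DMSO only). Human TDP1-complemented DT40 knockout cells, 400 cells/well, 37 °C for minimum 48 hr; ATP measured via CellTiter-Glo, 30 min dark incubation, luminescence.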
TDP1 cell CPT: DT40-hTDP1 cell growth loss with CPT; chicken DT40 Tdp1-/-;hTDP1 cells + 20 nM CPT, ATP luminescence, 48 h; Potency, µM (doses to about 46.2 µM), for inactives: at the highest dose activity change, negative = growth inhibition, most hits filed as inhibitors; hit rate 12% among 420,000; note: nearly all actives have a fitted effect of over 55% in size
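Cell growth measured by CellTiter-Glo luminescence after a minimum 48 h, 37 C compound exposure with 20 nM CPT in Tdp1-knockout DT40 cells stably expressing hTDP1, seeded 400/well; qHTS titration format.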
Numbers without * were called inactive; ? = inconclusive; nt = not tested or not shown; & = joins results of further samples; [ ] = dose if it differs, or a comment. Calls come from the whole dose curve; as a rule, active = well fitted curve in the direction sought with a large enough effect; inconclusive = small, poorly fitted or top-dose-only effect, or another doubt; inactive = no such curve, though single readings can be large; an effect the other way counts as inactive or inconclusive. % is set by controls: 0 for no effect and ±100 for the full control effect; potency is the fitted concentration of half-maximal effect.

SMILES	TDP1 inh	TDP1 cell noCPT	TDP1 cell CPT
COc1ccc(NC(=O)C(C)n2c(C)c3cnn(-c4ccccc4)c(=O)c3c2C)cc1Cl (stereo not drawn)	5.1%	18.4µM*	23.1µM*
Cc1ccc(CN2[C@@H](CC(C)C)COCCS2(=O)=O)cc1	nt	-18.1%	-19.5%
CC(C)CNC(=S)NC(=O)c1ccccc1Cl	-0.6%	?	-1.3%
CN(C)CCNC(=O)CN1C(=O)COc2ccc(C(C)(C)C)cc21	-4.9%	-2.9%	-1.1%
COc1ccc(C(=O)Nc2ccc(NC(=O)C3CCCCC3)nc2)cc1	9.3%	-8.0%	10.9%
O=C(CSc1nnc(Cc2ccccc2)o1)Nc1ccc(N2CCOCC2)cc1	0.1%	15.7%	11.9%
O=C(NCc1csc(-c2ccccc2)n1)c1ccco1	6.1%	-21.1%	-17.5%
COc1ccc(CNC(=O)Cn2cc([N+](=O)[O-])nc2C)cc1	-1.0%	-2.4%	-16.6%
COc1ccc(Nc2cc(C)c3cc(NC(=O)Cc4c(F)cccc4Cl)ccc3n2)cc1	5.0%	13µM*	16.4µM*
CCC(CC)NCCOC(=O)c1ccc([N+](=O)[O-])cc1	4.1%	-9.8%	-2.5%

Two entries picked at random from those above:
SMILES	TDP1 inh	TDP1 cell noCPT	TDP1 cell CPT
O=C(NCc1csc(-c2ccccc2)n1)c1ccco1	6.1%	-21.1%	-17.5%
CC(C)CNC(=S)NC(=O)c1ccccc1Cl	-0.6%	?	-1.3%

(listing goes on)
SMILES	TDP1 inh	TDP1 cell noCPT	TDP1 cell CPT
CCOC1=NN(c2ccccc2)C(=O)/C1=C\N(C)C	9.2%	-4.0%	0.3%
OC1CCN(C(=S)Nc2ccc(Oc3ccccc3)cc2)CC1	5.4%	?	-13.4%
Cc1cc(C)cc(NC(=O)Nc2c[nH]c(=O)[nH]c2=O)c1	-14.1%	18.0%	-10.7%
O=c1c(-c2cccs2)nc2cncnc2n1C1CC1	nt	-15.3%	-0.3%
Cc1cccc(CN2CCC(CNC(=O)Cn3ncc4c([nH]c5ccccc54)c3=O)CC2)c1	0.5%	2.8%	-10.8%
O=C(COc1ccccc1)NNc1nc2c(F)cc(F)cc2s1	0.0%	-3.2%	-1.5%
COCCn1c(N)c(C(=O)Nc2sc3c(c2C(=O)OC)CCCC3)c2nc3ccccc3nc21	4.5%	?	-19.3%
O=C(NCc1nc2ccccc2[nH]1)c1c(F)c(F)c(F)c(F)c1F	2.5%	17.7%	-1.7%
CCOC(=O)C1CCN(C(=O)c2c(-c3ccccc3)noc2C)CC1	7.4%	-25.2%	13.4%
O=C(NC(Cc1ccccc1)C(=O)N1CCN(S(=O)(=O)c2ccccc2F)CC1)c1ccccc1 (stereo not drawn)	-0.4%	?	?
CCOC(=O)c1c(C)oc2nc(C)nc(NCC3CCN(Cc4cccc(C)c4)CC3)c12	2.1%	-11.0%	2.6%
CN1CCN(C(=S)Nc2ccc(Cl)cc2)CC1	0.0%	11.7%	-20.2%
CC(=O)NC(c1ccc(F)c(F)c1)c1nc(-c2ccc(C)c(C)c2)cs1 (stereo not drawn)	nt	?	?
CCCCCCCCCC[n+]1ccc(/C=C/c2c[nH]c3ccccc23)c2ccccc21	nt	2µM*	1.58µM*
COc1cc(OC)cc(-c2c(C#Cc3ccsc3)c3cc(-c4cccc5[nH]cc(C=O)c45)ccc3n2C)c1	0.1%	?	?
CC(C)(C)NC(=O)CC(CC(=O)O)c1ccccc1 (stereo not drawn)	4.3%	0.4%	0.4%
O=c1c2ccccc2nnn1CSc1ccccc1	-1.4%	3.1%	0.8%
Cc1ccc(Cl)cc1NC(=O)CCC(=O)Nc1cc(Cl)ccc1C	3.6%	-19.3%	-1.6%
c1cn2c(-c3ccc(N4CCOCC4)cc3)cncc2n1	nt	-17.6%	-5.8%
COC(=O)N/N=C/c1cc(Cl)c(OCc2ccccc2F)c(OC)c1	nt	23.1µM*	?
CCOc1ccccc1NC(=O)Cn1nc2c3cc(F)ccc3n(Cc3cccc(C)c3)cc-2c1=O	2.8%	?	2.5%
CCOC(=O)C1(CC2CCCCO2)CCN(C(=O)Nc2cccc(SC)c2)CC1 (stereo not drawn)	0.0%	?	?
COc1ccc(C)cc1NC(=O)c1oc2ccc(S(=O)(=O)N(C)C3CCCCC3)cc2c1C	10.4%	0.0%	-3.4%
O=C(CCCN1C(=O)c2ccccc2C1=O)NCC1CCCO1 (stereo not drawn)	-6.6%	6.7%	1.6%
CCn1ccnc1CN(C)C(=O)c1cc(COc2ccc(-n3cncn3)cc2)on1	6.4%	?	-21.3%
CN(C)S(=O)(=O)Nc1ccccc1C(N)=O	3.3%	0.2%	-2.0%
COc1ccccc1CCNC(=O)c1ccc(OC)c(OC2CCN(C(C)C)CC2)c1	2.9%	-19.1%	-19.8%
CC(Sc1ncnc2sc(-c3ccccc3)cc12)C(=O)N1CCNC1=O (stereo not drawn)	1.0%	?	18.4µM*
Cc1ccc(C(=O)OCC(=O)NCc2cccs2)c(C)c1	-5.1%	-7.3%	20.2%
N#CC1=C(S)N=C(N)C(c2nc(-c3ccccc3)cs2)C12CCCCC2 (stereo not drawn)	7.9%	3.5%	-13.2%

Arranged by length of the SMILES (falling): part of the list above.
SMILES	TDP1 inh	TDP1 cell noCPT	TDP1 cell CPT
COc1ccc(C)cc1NC(=O)c1oc2ccc(S(=O)(=O)N(C)C3CCCCC3)cc2c1C	10.4%	0.0%	-3.4%
CCn1ccnc1CN(C)C(=O)c1cc(COc2ccc(-n3cncn3)cc2)on1	6.4%	?	-21.3%
CCOC(=O)C1(CC2CCCCO2)CCN(C(=O)Nc2cccc(SC)c2)CC1 (stereo not drawn)	0.0%	?	?
N#CC1=C(S)N=C(N)C(c2nc(-c3ccccc3)cs2)C12CCCCC2 (stereo not drawn)	7.9%	3.5%	-13.2%
O=C(CCCN1C(=O)c2ccccc2C1=O)NCC1CCCO1 (stereo not drawn)	-6.6%	6.7%	1.6%
Cc1ccc(C(=O)OCC(=O)NCc2cccs2)c(C)c1	-5.1%	-7.3%	20.2%
CN(C)S(=O)(=O)Nc1ccccc1C(N)=O	3.3%	0.2%	-2.0%

Other entries follow:
SMILES	TDP1 inh	TDP1 cell noCPT	TDP1 cell CPT
Cc1ccc(Nc2nc(N)nc(CSc3nnnn3-c3ccccc3)n2)cc1	79.4µM*	-15.5%	-1.0%
CC(C)C[C@H]1CN([C@@H](CC(C)C)CN2CCCC2CN2C(=S)NC[C@@H]2Cc2ccccc2)C(=S)N1CCc1ccccc1 (stereo partly drawn)	nt	?	?
Cn1c(SCC(=O)Nc2ccc3nc(SCC(=O)N4CCCC4)sc3c2)nnc1-c1ccccc1	50.1µM*	?	-10.9%
COc1ccc(CN2C(=O)C(C)Nc3ncnc(N4CCOCC4)c32)cc1 (stereo not drawn)	3.1%	?	?
Cc1ccsc1C(=O)OCC(=O)Nc1ccc(Cl)cc1C(F)(F)F	-0.6%	1.8%	-2.2%
COCCN(C(=O)CSCc1ccc(C)cc1)c1c(N)n(CC(C)C)c(=O)[nH]c1=O	0.0%	20.3%	9.8%
Cc1nnc(SCC(=O)NC(=O)NC(C)(C)C)s1	-2.6%	-11.9%	19.5%
CCN(CC)S(=O)(=O)c1ccc(N2CCOCC2)c(NC(=O)c2ccccc2)c1	5.3%	?	?
O=C(CCC(=O)Nc1ccccc1)NNC(=O)c1ccco1	0.0%	-7.0%	-19.6%
O=C(NCCc1cccc(F)c1)C1CCCN(c2nc3ccccc3s2)C1 (stereo not drawn)	6.6%[0.0935 µM]	23.1µM*	18.4µM*
O=C1c2ccccc2C(=O)N1c1nc(-c2ccc(Cl)cc2)cs1	nt	?	?
Cc1ncc([N+](=O)[O-])n1CC(C)O (stereo not drawn)	-11.3%[56.1 µM]	10.1%&-13.8%	5.8%&4.7%
O=C(Nc1cccc(S(=O)(=O)N2CCCCC2)c1)c1cncc(Br)c1	1.5%	18.4µM*	?
O=C(CCC(=O)c1ccc(-c2ccccc2)cc1)Nc1cccnc1	nt	-5.6%	-16.5%
CCCCNC(=O)c1onc(CSc2ccc(F)cc2)c1C(=O)O	2.1%	-16.4%	-6.7%
CCN(CC)c1nc2c3c(nc4c(c3c1C#N)CC(=O)N4c1ccc(Cl)cc1)NC(C)=N2	2.7%	18.4µM*	?
Cc1cc(-c2ccc(C)c(S(=O)(=O)NCC3CCN(Cc4ccccc4F)CC3)c2)on1	2.0%&2.6%	23.1µM*	18.4µM*
COc1cc2c(cc1OC)C(O)C(O)(CO)C(C(=O)O)C2c1cc(OC)c(OC)c(OC)c1 (stereo not drawn)	nt	-5.0%	-0.8%
O=C(O)/C(=C\c1ccc(Br)cc1)NC(=O)c1cccs1	0.6%[0.0935 µM]	-11.1%	-3.0%
COc1ccc(CCNC(=O)CSc2nnc3c(n2)[nH]c2ccc(F)cc23)cc1OC	-2.8%	-22.5%	0.5%
CC1CCc2ccccc2N1C(=N)N(C)C (stereo not drawn)	0.0%	8.9%	1.7%
O=C(Cc1ccccc1)Nc1ccccc1C(=O)Nc1ccc(C(=O)O)cc1	0.0%	-5.7%	4.0%
CCOC(=O)Cn1c(=O)oc2cc(S(=O)(=O)Nc3c(C)cc(C)cc3C)ccc21	-1.3%	?	?
NNc1nc(-c2ccccc2)cs1	2.6%	-7.5%	14.5%
Cc1ccc(C(=O)N2CCN(c3ncccn3)CC2)cc1S(=O)(=O)N1CCCCC1	3.4%	-20.9%	-24.2%
O=C(Nc1ccc(S(=O)(=O)Nc2nccs2)cc1)c1cc(=O)[nH]c2ccccc12	-5.9%	13.3%	15.9%
Cc1ccc(N2CCN(C(=O)c3cc(-c4ccc(F)cc4)[nH]c3C)CC2C)cc1 (stereo not drawn)	nt	20.6µM*	?
O=C1CSCC(=O)N1c1ncc(C(F)(F)F)cc1Cl	nt	-13.3%	-0.6%
COC(=O)N1CCC2CC1c1c(Cl)cccc12 (stereo not drawn)	nt	-12.5%	-1.2%
CCCCCCC(=O)Nc1nc(C)c(-c2csc(Nc3ccc(Cl)cc3)n2)s1	5.9%	4.61µM*	2.31µM*
COc1ccc(N(Cc2cc3ccc(C)cc3[nH]c2=O)C(=O)c2ccco2)cc1	4.2%	20.6µM*	23.1µM*
CCCc1nnc(NC(=O)c2cc3ccccc3o2)s1	nt	-20.7%	-0.6%
N/C(=N\OC(=O)Cc1ccccc1)c1cccc(Br)c1	-7.7%	10.1%	-3.9%
CC(C)(C)C(=O)Nc1ccc2c(c1)C(=O)C(=O)c1ccccc1-2	-6.4%	0.708µM*	0.708µM*
COc1ccc(-n2c(SCC(=O)Nc3ccccc3)nc(O)cc2=O)cc1	nt	4.4%	5.8%
CC(C)Cc1ccc(C(C)C(N)=Nc2ccc(O)cc2)cc1 (stereo not drawn)	nt	16.4µM*	25.9µM*
COc1ccc(-c2csc(C(NC(C)=O)c3cccc(F)c3)n2)cn1 (stereo not drawn)	nt	?	14.6µM*
Cc1ccc(CNC(=O)CCCc2nc3ccccc3s2)cc1	0.6%	-10.6%	-3.7%
C/C(=N\NC(=O)c1ccc(Cl)cc1)c1ccc(Br)s1	3.4%	10.3µM*	11.6µM*
C=C1CC[C@@H]2[C@](C)(CCC[C@@]2(C)/C=C/[C@@H](O)C(C)(C)O)[C@H]1CC(=O)NCCS(=O)(=O)O	nt	21.3%	12.8%
CCc1nc2cc(C(=O)N3CCCN(C=O)CC3)cc(NC(=O)c3ccccc3OC)c2n1C	nt	-11.7%	15.0%[9.04 µM]
OCCN1CCN(c2ncnc3c2sc2nc(N4CCOCC4)c4c(c23)CCC4)CC1	2.9%	20.6µM*	?
C(=C\N1CCCCCC1)/c1nnnn1-c1ccc(-c2ccccc2)cc1	5.2%	?	?
COc1ccc(S(=O)(=O)N(CC(=O)NCc2ccco2)C2CCCCC2)cc1OC	6.6%	?	-7.1%
CC(C)c1ccc(/C=N/NC(=O)c2cc(-c3cccc([N+](=O)[O-])c3)n[nH]2)cc1	nt	?	?
CCOC(=O)c1c(NC(=O)CCC(=O)NCc2ccco2)sc2c1CCCC2	2.1%	?	-15.2%
O=S(=O)(/N=C(/Nc1ccc(F)cc1F)c1ccc(Cl)cc1)c1ccccc1	-8.6%	1.0%	-6.0%
Cc1ccccc1NC(=O)N1C2CCC1CC(O)(c1cccnc1)C2 (stereo not drawn)	3.0%	-0.9%	2.4%
Cc1cccc2c(=O)cc(CSc3ccccc3NC(=O)c3cccc(F)c3)[nH]c12	0.0%	?	-28.3%
COc1ccc2ccccc2c1/C=N/NC(=O)c1cccc(Br)c1	-10.5%	?	?
CCCCCOC(=O)C1=C(C)Nc2ncnn2C1c1cccs1 (stereo not drawn)	2.3%	?	?
Cc1nn(-c2ccccc2)c(CC(C)(C)C(=O)O)c1C(=O)O	5.3%	-4.7%	3.5%
COc1cccc(C(=O)N2c3cc(C)ccc3C(C)(c3ccccc3)CC2(C)C)c1 (stereo not drawn)	4.8%[12.3 µM]	14.6µM*	?

No enrichment for hits; overall some 18% were active at least once.
